LmPK inhibitor: LmPK (Leishmania mexicana) enzyme inhibition | Potency, µM (highest dose often 57.5 µM), without a hit: at the top dose activity change, negative = inhibition, hits mostly inhibitors | AID 1721 | purified LmPK, Kinase-Glo ATP luminescence, 1 h | actives 0.37% (n = 290,000) | Q27686
Target sequence (Q27686 whole entry, looked up): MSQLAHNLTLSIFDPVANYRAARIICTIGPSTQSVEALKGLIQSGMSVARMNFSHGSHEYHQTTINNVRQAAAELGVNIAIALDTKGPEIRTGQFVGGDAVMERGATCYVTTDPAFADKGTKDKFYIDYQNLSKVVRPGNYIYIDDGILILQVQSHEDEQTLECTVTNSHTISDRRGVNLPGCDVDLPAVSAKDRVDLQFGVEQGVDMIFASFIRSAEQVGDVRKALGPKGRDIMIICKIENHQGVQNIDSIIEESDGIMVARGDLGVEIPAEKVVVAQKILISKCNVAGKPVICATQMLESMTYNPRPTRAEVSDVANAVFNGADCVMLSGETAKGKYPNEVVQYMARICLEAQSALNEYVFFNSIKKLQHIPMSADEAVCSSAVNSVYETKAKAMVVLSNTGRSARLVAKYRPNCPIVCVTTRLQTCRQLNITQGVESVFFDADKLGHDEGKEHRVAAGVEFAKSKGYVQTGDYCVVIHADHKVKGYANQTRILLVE
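Purified LmPK (0.1 nM) converted ADP (0.1 mM) to ATP with PEP (0.5 mM) in imidazole buffer pH 7.2 with KCl and MgCl2, 1 h at room temperature. ATP was read by Kinase-Glo luminescence; data normalized to uninhibited and no-enzyme controls.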
Pf growth 96h: inhibits malaria parasite growth, 96 h. P. falciparum luciferase reporter growth, 96 h. Potency, µM (top dose mostly 28.7 µM), without a hit: at the highest dose activity change, negative = inhibition, usual class: inhibitors. actives 6.9% (n = 320,000)
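Compounds incubated with erythrocytes infected by luciferase-expressing P. falciparum (2% hematocrit, 0.05% parasitemia final) for 96 hours, 37 C in 5% CO2. Growth inhibition scored as decreased luciferase luminescence.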
Pf growth 48h: P. falciparum growth inhibition at 48 hours (one generation). P. falciparum luciferase growth in erythrocytes, 48 h. actives 5.9% (n = 310,000). Potency, µM (doses to about 28.7 µM), for inactives: top-dose activity change, negative = inhibition, usual class: inhibitors
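Here the parasites carry a stable luciferase gene and grow inside erythrocytes in Albumax-based RPMI medium with compound for one erythrocytic cycle. Activity is scored as loss of luminescent signal.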
HCV inhibitor: blocks hepatitis C virus. Huh7.5.1 HCVcc-Cre infection, luciferase reporter, 44 h. Potency, µM (series often up to 41.8 µM), without a hit: top-dose activity change, negative = inhibition, usual class: inhibitors. actives 3.4% (n = 340,000). AID 651820
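Cells seeded at 1,000/well and cultured 4 h, then compounds added followed by HCVcc-Cre virus (~0.5 moi). After 44 h further culture, luciferase substrate was added, plates held 15 min at room temperature, and luminescence read for 15 sec.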
Tb PYK inh: inhibitors of Trypanosoma brucei pyruvate kinase; TbPYK enzyme, Kinase-Glo Plus ATP luminescence, 45 min; AID 624173; Potency, µM (top dose mostly 76.8 µM), without a hit: top-dose activity, negative = inhibition, actives largely listed as inhibitors; actives 0.12% (n = 410,000); Q57TT1; further: nearly all actives have a fitted effect of over 50% in size
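Glycolytic pyruvate kinase of T. brucei was incubated with substrate, test compound and 130 uM ADP for 45 minutes at room temperature. Luminescent Kinase-Glo Plus signal was measured after 10 minutes.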
Sm TGR block: inhibitors of Schistosoma mansoni thioredoxin glutathione reductase; Q962Y6; purified TGR, DTNB reduction, TNB absorbance 405 nm; Potency, µM (highest dose often 114 µM), for inactives: at the top dose activity change, negative = inhibition, hits mostly inhibitors; actives 3% (n = 360,000); AID 485364; further: nearly all actives have a fitted effect of over 60% in size
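Kinetic colorimetric format: TGR-catalysed, NADPH-driven DTNB reduction monitored via TNB absorbance. Enzyme dispensed at 20 nM; compound exposure 15 min at room temperature before reaction start.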
* marks the source's active call; other numbers are inactive results; ? = inconclusive; . = not tested or not shown; [ ] = another dose, or the depositor's remark. The call rests on the fitted dose curve; in most records, active means well fitted curve in the direction sought with a large enough effect; inconclusive means small, poorly fitted or top-dose-only effect, or another doubt; inactive means no such curve, though single readings can be large; an effect the other way counts as inactive or inconclusive. On the % scale 0 is the no-effect control and ±100 the full control effect; potency means the concentration at half of the fitted maximal effect.

Value order: LmPK inhibitor	Pf growth 96h	Pf growth 48h	HCV inhibitor	Tb PYK inh	Sm TGR block
> C/C=C(\C)C(=O)Nc1cccc(C2=NOC3(C2)C[C@H](C(N)=O)N(C(=O)c2cc([N+](=O)[O-])cc([N+](=O)[O-])c2)C3)c1 (stereo partly specified)
  4%	?	?	-11%	2%	0%
> N#CC1=C(C=Nc2ccccc2O)CCC1
  -5%	-9%[5.75 µM]	8%	12%	2%	11%
> C/C(=N\NC(=S)NCc1ccccc1)c1ccc(Br)cc1
  0%	?	?	?	3%	10%
> CC(C)N1CCN(Cc2cccc(-c3ccco3)c2)CC1CCO (stereo unspecified)
  0%	35%[activator]	7%	-11%	-13%	-2%
> CC(=O)N(Cc1cc2cc(C)ccc2[nH]c1=O)c1cccc(C)c1C
  0%	9.3µM*	0%	-6%	-1%	0%
> CC(C)(C)NC(=O)c1nn2c(C(F)(F)F)cc(-c3ccccc3)nc2c1Br
  -1%	-27%	9%	-15%	0%	-4%
> CCOC(=O)C1=C(Nc2cccc(Cl)c2)OCC1=O
  -4%	9.3µM*	-26%	-3%	-17%	0%
> O=C(CN1CCN(c2ccccn2)CC1)NC1CCCC1
  1%	0%	1%	8%	-5%	?
> O=C(NNC(=S)Nc1ccccc1Cl)c1ccccc1
  -3%	-31%	262%[activator]	17%	4%	0%
> Cc1ccc(-c2ccc(/C=N/NC(N)=S)o2)cc1
  -5%	?	?	11µM*	-29%	3%

Shown as labelled records: four of the compounds above
> Cc1ccc(-c2ccc(/C=N/NC(N)=S)o2)cc1
  LmPK inhibitor = -5%
  Pf growth 96h = ?
  Pf growth 48h = ?
  HCV inhibitor = 11µM*
  Tb PYK inh = -29%
  Sm TGR block = 3%
> N#CC1=C(C=Nc2ccccc2O)CCC1
  LmPK inhibitor = -5%
  Pf growth 96h = -9%[5.75 µM]
  Pf growth 48h = 8%
  HCV inhibitor = 12%
  Tb PYK inh = 2%
  Sm TGR block = 11%
> O=C(CN1CCN(c2ccccn2)CC1)NC1CCCC1
  LmPK inhibitor = 1%
  Pf growth 96h = 0%
  Pf growth 48h = 1%
  HCV inhibitor = 8%
  Tb PYK inh = -5%
  Sm TGR block = ?
> CC(C)(C)NC(=O)c1nn2c(C(F)(F)F)cc(-c3ccccc3)nc2c1Br
  LmPK inhibitor = -1%
  Pf growth 96h = -27%
  Pf growth 48h = 9%
  HCV inhibitor = -15%
  Tb PYK inh = 0%
  Sm TGR block = -4%

(continued)
Value order: LmPK inhibitor	Pf growth 96h	Pf growth 48h	HCV inhibitor	Tb PYK inh	Sm TGR block
> Cn1cc(Br)c(C(=O)NNC(=O)Cc2ccc(Cl)cc2)n1
  9%	18%	43%[activator]	2%	6%	-3%
> Cc1ccc(/C=N/n2c(C)n[nH]c2=S)o1
  1%	24%	2%	17%	-20%	6%
> COc1ccc(-c2ccc(SCC(=O)N3CCCC3)nn2)cc1OC
  -1%	.	.	?	2%	-1%[11.4 µM]
> CCOc1ccccc1NS(=O)(=O)c1ccc2oc(=O)ccc2c1
  1%	228%[activator]	-15%	3%	6%	-1%
> CCc1ccc(OCC2c3cc(OC)c(OC)cc3CCN2C(=S)NC)cc1 (stereo unspecified)
  3%	?	?	?	-5%	4%
> Cc1ccc(-c2nnn(CC(=O)N(CC(=O)NC3CCCC3)c3ccccc3F)n2)o1
  2%	-8%	-4%	0%	1%	-11%
> O=C(O)c1ccccc1Nc1ccc([N+](=O)[O-])cc1
  -21%	?	41%[activator]	-8%	-10%	0%
> Cn1nc([N+](=O)[O-])nc1Sc1nnc(-c2ccccc2)o1
  -5%	?	.	-30%	3%	?
> O=C(CCC1CCCCC1)Nc1cc(Cl)ccc1N1CCOCC1
  .	?	?	?	2%	0%
> CC1CN(CCc2ccccc2)c2nc3c(c(=O)n(CC(N)=O)c(=O)n3C)n2C1 (stereo unspecified)
  -3%	6%	15%	3%	-9%	-4%
> O=C(CSc1nc2ccsc2c(=O)n1Cc1ccc(C(=O)O)cc1)NCC1CCCO1 (stereo unspecified)
  14%	?	-9%	3%	3%	-11%
> COC(=O)c1sc(NC(=O)c2ccc(Cn3cc(Cl)cn3)o2)c(C#N)c1C
  4%	23%	-2%	-3%	?	0%
> COCc1cc(C)nc(Nc2ccccc2C)c1C#N
  2%	4%	-14%	-28%	12%	6%
> COc1ccc(N2CCN(C(=O)C(C)(C)Oc3ccc(Cl)cc3)CC2)cc1
  0%	-2%	?	?	-3%	-12%
> CC1(C)CC(=O)c2cc(C(=O)NCc3ccco3)c(=O)n(-c3ccc(Cl)cc3)c2C1
  -2%	18%	?	0%	1%	32µM*
> COc1ccc(Br)cc1C1Nc2ccccc2C(=O)N1NC(=O)c1ccncc1 (stereo unspecified)
  -2%	55%[activator]	?	12%	5%	-27%
> COc1cccc(/C=N/NC(=O)CNC(=O)COc2cccc(C)c2)c1O
  3%	46%[activator]	2.9µM*	?	-4%	-1%
> O=C(Nc1cccc(Cl)c1Cl)C1CC(=O)N(c2ccc(Br)cc2)C1 (stereo unspecified)
  1%	10µM*	0%	?	0%	-7%
> CCOC(=O)c1ccc(-n2c(CN3CCN(CCO)CC3)nc3ccc([N+](=O)[O-])cc3c2=O)cc1
  -1%	40%[activator]	-61%	-24%	2%	35µM*
> COc1cccc(C(=O)Nc2nnc(-c3cccs3)s2)c1
  1%	?	.	-2%	-1%	-10%

Some of the entries so far, field by field:
structure: COc1cccc(C(=O)Nc2nnc(-c3cccs3)s2)c1
  LmPK inhibitor: 1%
  Pf growth 96h: ?
  Pf growth 48h: .
  HCV inhibitor: -2%
  Tb PYK inh: -1%
  Sm TGR block: -10%

structure: Cn1nc([N+](=O)[O-])nc1Sc1nnc(-c2ccccc2)o1
  LmPK inhibitor: -5%
  Pf growth 96h: ?
  Pf growth 48h: .
  HCV inhibitor: -30%
  Tb PYK inh: 3%
  Sm TGR block: ?

Remaining list, next part:
Value order: LmPK inhibitor	Pf growth 96h	Pf growth 48h	HCV inhibitor	Tb PYK inh	Sm TGR block
> O=C(N[C@@H]1CCC(=O)N(CC[C@H](Oc2ccccc2)c2ccccc2)CC1)OCc1ccccc1
  -2%	10µM*	0.41µM*	-27%	-1%	-11%
> COc1cc2c3c(c1OC)C1(C=CC(=NO)C=C1)CC3N(C(C)=O)CC2 (stereo unspecified)
  -1%	?	-32%	-19%	3%	5%
> Cc1cccc(N2CCN(C(=O)CCC(=O)N3Cc4ccccc4Oc4ncccc43)CC2)c1C
  0%	?	?	?	5%	-9%
> C[C@H](NC(=O)c1cc2c([nH]c3ccccc32)c(-c2ccccc2)n1)C(=O)O
  0%	?	?	3%	-5%	1%
> COc1ccc(-c2nn(CCC#N)cc2C(=O)Nc2ccc(C(C)=O)cc2)cc1
  0%	97%[activator]	0%	-1%	1%	3%
> c1ccc2c(c1)nc(-c1ccncc1)n1nnnc21
  -2%	-12%	15%	17%	-4%	-8%
> O=C(NC(=S)Nc1ccccc1N1CCN(C(=O)c2ccccc2)CC1)c1ccccc1F
  -11%	41%[activator]	?	?	-9%	-22%
> O=C(O)c1ccc(N/N=C/c2ccncc2)cc1
  -5%	34%[activator]	173%[activator]	15%	-7%	4%
> NC(=O)C1CCN(C(c2ccccc2)c2nnnn2C2CCCC2)CC1 (stereo unspecified)
  0%	-14%	-25%	11%	2%	-15%
> Cc1ccccc1N1C(=O)C2C3CCC(O3)C2C1=O (stereo unspecified)
  1%	238%[activator]	17%	11%	2%	7%
> COC(=O)C1=C(C)NC(=O)CC1c1cccc(OC)c1OC (stereo unspecified)
  3%	.	-1%	6%	-1%	-1%
> O=C(NCc1ccccn1)Nc1cccc([N+](=O)[O-])c1
  -5%	?	3%	-3%	-5%	-19%
> O=C(COC(=O)c1ccc(NS(=O)(=O)c2cccs2)cc1)NCc1ccco1
  2%	36%[activator]	-2%	9%	4%	11µM*
> CC1=C(C(=O)N(C)C)C(c2cccs2)NC(=O)N1 (stereo unspecified)
  -2%	.	7%	19%	1%	-19%
> CCN(CC)S(=O)(=O)c1cc(C(=O)N2CCc3ccccc32)ccc1Cl
  -3%	.	-30%	?	2%	16%
> CC(=O)N1c2ccc(S(=O)(=O)NCCC(=O)Nc3ccccc3C)cc2CC1C (stereo unspecified)
  0%	1%	?	-4%	4%	-2%
> COC(=O)CCCNC(=O)c1ccc2[nH]c(C)c(C)c2c1
  -2%	15%	-11%	9%	1%	1%
> O=C(CSc1nc2[nH]ncc2c(=O)[nH]1)Nc1cccc([N+](=O)[O-])c1
  .	20%	-26%	5%	3%	2%
> O=C(Nc1ccc2c(c1)OCCO2)c1cccnc1Oc1ccccc1
  5%	?	-5%	0%	5%	-7%
> Fc1cccc(NC(=S)NCCc2ccccc2)c1
  2%	222%[activator]	12%	-20%	-2%	-23%
> NC(=O)NCCCC(NC(=O)c1ccc(C#CC2(O)CCCCC2)cc1)C(=O)O (stereo unspecified)
  1%	20%	4%	11%	0%	1%
> CC1CCCCN1C(=O)c1cccc(NC(=O)c2ccccc2)c1 (stereo unspecified)
  1%	42%[activator]	14%	-1%	-23%	.
> CCCCC(=O)N1CCN(c2ccc(OC)cc2[N+](=O)[O-])CC1
  -1%	-23%	-17%	-5%	-7%	-20%
> OCCC1CCCCN1CC(O)COCc1ccc(Cl)cc1 (stereo unspecified)
  -5%	15%	5%	-14%	4%	-18%
> COC(=O)c1c(SCC(=O)NC2CCCCC2)[nH]c2ccccc2c1=O
  1%	?	26%	8%	4%	?
> C/C(=N/NC(=O)Cc1cccc2ccccc12)c1cccs1
  4%	-16%	-26%	-15%	0%	5%
> CCOc1cc(C(=O)OC(C)C(=O)Nc2ncc(Cl)cc2Cl)ccc1OCC(=O)N1CCOCC1 (stereo unspecified)
  0%	-1%	10%	5%	-31%	-2%
> c1ccc(-c2ccccc2OCCN2CCOCC2)cc1
  0%	12%	-1%	16%	20%	-3%
> O=C(OCC(=O)N(Cc1ccccc1)Cc1ccccc1)c1cccc(O)c1
  .	-16%	?	8%	2%	0%
> Cc1ccc2c(c1)[nH]c1c(=O)n(CCC3=CCCCC3)cnc12
  -1%	104%[activator]	30%[activator]	.	.	-15%
> Cc1cc(SCC(=O)NCCN2C(=O)CSC2=O)nc2ccccc12
  2%	25%	37%[activator]	-11%	-2%	9%
> CN(C)c1ncc(/C=C2/C(=O)NC(=S)N(C3CCCCC3)C2=O)cn1
  1%	12%	9%	.	.	.
> CN1CCN(c2cc3c(nn2)Oc2ccccc2N3C)CC1
  .	30%	70%[activator]	.	-11%	.
> O=C(CSC1=NCCS1)N1CCN(c2ccccc2)CC1
  -2%	110%[activator]	-3%	?	0%	2%
> CC(=O)N1CC(C)Sc2ccc(S(=O)(=O)NC3CCCCC3)cc21 (stereo unspecified)
  -3%	?	-2%	?	-3%	1%
> O=C(NC1CCN(Cc2ccccc2)CC1)c1cncc(Br)c1
  -4%	?	-7%	-5%	2%	22%
> CCOC(=O)CN(C)Cc1cn(C)nc1-c1ccc(Oc2ccccc2)cc1
  -2%	-17%	18%	2%	-3%	-1%
> CCN(CC)CCN1C(=O)C(=O)/C(=C(/O)c2ccc(S(=O)(=O)N3CCOCC3)cc2)C1c1ccc(C(C)C)cc1 (stereo unspecified)
  6%	4%	13%	-11%	2%	-2%
> COc1ccc(-c2nnc(NC(=O)CS(=O)(=O)c3ccc(Cl)cc3)o2)c(OC)c1
  2%	8.3µM*	20%	5%	-1%	7%
> CSc1ncc(/C=C2/C(=O)NC(=O)N(C)C2=O)cn1
  8%	7%	5%	9%	?	1.4µM*
> CCOc1cc(CN2CCN(S(=O)(=O)Cc3ccccc3)CC2)ccc1OC
  -3%	6%	-17%	?	2%	9%
> COCCn1c(SCC(=O)Nc2ccc3c(c2)OCCO3)nnc1-c1c[nH]c2ccccc12
  0%	42%[activator]	-27%	?	-5%	1%

Compound activity deposited in PubChem BioAssay by National Center for Advancing Translational Sciences (NCATS).
